Bioassay records: PubChem BioAssay, National Center for Advancing Translational Sciences (NCATS)
Nrf2 block – blocks Nrf2 signaling. A549 ARE-Fluc reporter, luciferase luminescence, 18-24 h. Potency, µM (top dose mostly 46 µM), inactives show at the top dose activity change, negative = inhibition, actives largely listed as inhibitors. AID 504444. 360,000 compounds, 2.1% hits; further: on the % scale 0 is the no-effect control and ±100 the full control effect; nearly all actives have a fitted effect of over 60% in size
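Nrf2 function is reported as luminescence of an ARE-controlled luciferase in A549 cells. Compounds were tested at several concentrations, and a CellTiter-Fluor read on the same wells flagged cytotoxicity.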
A549 viability – A549 cytotoxicity, counter-screen for Nrf2 inhibitors; 390,000 compounds, 0.16% hits; AID 504648; Potency, µM (series often up to 46 µM), inactives show at the highest dose activity change, negative = cytotoxicity, usual class: inhibitors; A549 ARE-Fluc cells, CellTiter-Fluor viability, 18-24 h; further: on the % scale 0 is the no-effect control and ±100 the full control effect
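Cytotoxicity counterscreen: CellTiter-Fluor fluorescence was measured in A549 ARE_Fluc cells after 18-24 h of compound exposure in a concentration series. The subsequent BugLite luminescent read reports ARE-luciferase activity.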
S2 tox – cell viability loss in ATXN counter-screen. S2 cells (HEK-293 line with an ATXN2-luciferase reporter) viability, CellTiter-Fluor protease fluorescence, 24 h. Potency, µM (titrated, usually from 56.7 µM), hits mostly cytotoxic. 400,000 compounds, 0.49% hits. AID 651635; further: nearly all actives have a fitted effect of over 40% in size
ATXN2 expr inh – reduces ATXN2 reporter expression in HEK-293 cells; 360,000 compounds, 0.72% hits; AID 1745845; HEK-293 ATXN2-luciferase reporter, luminescence, 24 h; Potency, µM (series often up to 57 µM), without a hit: at the top dose activity change, negative = inhibition, hits mostly inhibitors; further: on the % scale 0 is the no-effect control and ±100 the full control effect; nearly all actives have a fitted effect of over 55% in size
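qHTS (up to 57 uM final) was run with 24 h compound exposure of reporter cells at 37 °C. Each well was multiplexed: SteadyGlo luminescence measured ATXN2-luciferase expression after a fluorogenic Gly-Phe-AFC viability readout (25 uM final).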
MCF10A rereplic – DNA re-replication induction in MCF 10a cells; 350,000 compounds, 2.9% hits; MCF 10A DNA re-replication, Hoechst nuclear intensity, 48 h; Potency, µM (titrated, usually from 46.1 µM), inactives show at the highest dose activity, positive = re-replication, most hits filed as activators; AID 624296; further: % of control where 0% means no effect; nearly all actives have a fitted effect of over 50% in size
EPAC2 antag – antagonists of human EPAC2. 360,000 compounds, 0.18% hits. Q8WZA2. EPAC2 GEF exchange of Rap1B-BODIPY-GDP, fluorescence. Potency, µM (titrated, usually from 114 µM), for the others: top-dose activity, negative = inhibition, usual class: inhibitors; further: on the % scale 0 is the no-effect control and ±100 the full control effect; nearly all actives have a fitted effect of over 45% in size; many of its hits are not listed in these tables
Target sequence (Q8WZA2 whole entry, looked up): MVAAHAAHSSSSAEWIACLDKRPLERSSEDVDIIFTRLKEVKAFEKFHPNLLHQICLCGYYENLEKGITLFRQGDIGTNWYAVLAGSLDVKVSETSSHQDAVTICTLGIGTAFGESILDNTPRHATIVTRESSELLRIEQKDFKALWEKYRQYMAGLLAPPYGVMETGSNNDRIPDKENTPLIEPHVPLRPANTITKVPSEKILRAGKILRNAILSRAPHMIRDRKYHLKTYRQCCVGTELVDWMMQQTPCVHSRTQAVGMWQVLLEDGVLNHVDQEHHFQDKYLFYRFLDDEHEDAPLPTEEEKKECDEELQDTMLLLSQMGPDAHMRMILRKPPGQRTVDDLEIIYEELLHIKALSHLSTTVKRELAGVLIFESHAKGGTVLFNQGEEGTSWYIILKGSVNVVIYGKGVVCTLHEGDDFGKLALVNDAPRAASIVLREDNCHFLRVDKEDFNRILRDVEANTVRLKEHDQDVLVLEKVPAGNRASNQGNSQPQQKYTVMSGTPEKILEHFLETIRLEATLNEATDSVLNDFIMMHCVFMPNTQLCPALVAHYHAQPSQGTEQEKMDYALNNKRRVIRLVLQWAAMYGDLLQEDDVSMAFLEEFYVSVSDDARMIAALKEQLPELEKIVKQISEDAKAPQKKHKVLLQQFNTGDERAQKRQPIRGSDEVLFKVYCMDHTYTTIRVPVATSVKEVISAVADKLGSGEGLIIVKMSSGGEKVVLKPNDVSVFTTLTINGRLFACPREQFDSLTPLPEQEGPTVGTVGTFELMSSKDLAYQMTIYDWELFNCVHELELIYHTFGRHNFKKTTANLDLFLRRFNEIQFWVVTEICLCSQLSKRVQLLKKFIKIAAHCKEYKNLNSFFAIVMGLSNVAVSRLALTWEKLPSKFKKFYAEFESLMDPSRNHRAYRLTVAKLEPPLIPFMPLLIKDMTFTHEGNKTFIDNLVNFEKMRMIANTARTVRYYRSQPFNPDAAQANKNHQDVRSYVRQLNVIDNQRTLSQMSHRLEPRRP
Nrf2 activator – Nrf2 pathway activation; 410,000 compounds, 0.31% hits; AREc32 ARE-luciferase reporter (MCF7-derived line), luminescence, 24 h; Potency, µM (series often up to 46.1 µM), without a hit: top-dose activation, hits mostly activators; further: % of control where 0% means no effect; nearly all actives have a fitted effect of over 65% in size
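ARE activation measured as luciferase luminescence (Steady-Glo, 30 min RT) in AREc32_Fluc cells after 24 hr compound exposure at 37 deg C, 5% CO2; cells seeded overnight at 1000/well in OPTI-MEM, 5% FBS.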
TGFb inhibitor – inhibitors of TGF-b signaling; HepG2 CAGA-GFP TGF-b/SMAD3 reporter, GFP fluorescence, 18 h; TGF-beta stimulated, 500 pg/mL final; Potency, µM (highest dose often 46.1 µM), for inactives: top-dose activity, negative = inhibition, usual class: inhibitors; 410,000 compounds, 1.2% hits; further: on the % scale 0 is the no-effect control and ±100 the full control effect; nearly all actives have a fitted effect of over 65% in size
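Inhibition was scored as loss of TGF-beta-induced (500 pg/mL final, 18 hours, 37 degrees C) GFP in HEPG2 cells carrying a CAGA-GFP reporter, in DMEM with 1% FBS. Well GFP was summed per cell; Activity was normalised to unstimulated and stimulated DMSO wells, then concentration-response fitting.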
HepG2 tox – HepG2 cytotoxicity, counter-screen for TGF-b inhibitors; AID 588856; 410,000 compounds, 0.76% hits; HepG2 CAGA-GFP viability, ATP luminescence, 18 h; Potency, µM (top dose mostly 46.1 µM), without a hit: at the highest dose activity change, negative = cytotoxicity, actives largely listed as cytotoxic; further: some results filed as inactive show a strong effect at the top dose
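HepG2 CAGA-GFP cells (1000/well, DMEM with 1% FBS) received compound, then TGF-beta at 500 pg/mL final, and were incubated 18 hours at 37 degrees C. Viability was read by CellTiter-Glo luminescence. Media-only wells were set as complete cell-killing and DMSO as no toxicity.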
* = called active by the depositor; i = inactive; u = inconclusive; x = no result given; & = joins results of further samples; [ ] = another dose, or the depositor's remark. The call rests on the fitted dose curve; in most records, active means well fitted curve in the direction sought with a large enough effect; inconclusive means small, poorly fitted or top-dose-only effect, or another doubt; inactive means no such curve, though single readings can be large; an effect the other way counts as inactive or inconclusive. Potency means the concentration at half of the fitted maximal effect. The list is partial; rates above refer to the full screens.

Structure | Nrf2 block | A549 viability | S2 tox | ATXN2 expr inh | MCF10A rereplic | EPAC2 antag | Nrf2 activator | TGFb inhibitor | HepG2 tox
Cc1cc2oc(C(=O)Nc3ccc(S(=O)(=O)N4CCCCCC4)cc3)cc(=O)c2cc1C | 0% | 1% | i | -7% | x | x | -0.6% | 0% | 5%
CCOc1ccc2c3c(c(=O)oc2c1OCC)CCCC3 | x | -1% | u | 5% | u | -5% | -0.1% | -4% | -7%
COc1ccc(C)cc1Nc1c2c(nc3nc(-c4cccs4)nn13)CCCC2 | x | -9% | i | 12% | x | x | -1.0% | 29% | -1%
Cc1nn(CC(=O)NCc2ccc(F)cc2)c2ccccc12 | 4% | 3% | i | 13% | x | x | 0.6% | -1% | 9%
O=S(=O)(c1cccc(C(F)(F)F)c1)n1c(/C=C/c2ccccc2)nc2ccccc21 | x | 18% | x | x | x | x | 0.6% | 4% | -20%
COc1ccc(NC(=O)CSc2ccc(NC(C)=O)cc2)cc1S(=O)(=O)N1CCOCC1 | 1% | 4% | i | 3% | 1% | 7% | -0.2% | 18% | -3%
O=C(NCCc1ccccc1)c1ccc2c(c1)N(Cc1ccccc1)C(=O)CS2=O (stereo not drawn) | -23% | -1% | i | 9% | 23% | -2% | 0.2% | -15% | -17%
CC(=O)Nc1nc(SCC(=O)Nc2nnc(C)s2)[nH]c(=O)c1NC(=O)c1cccs1 | 0% | -5% | i | -17% | 0% | 6% | 0.2% | 1% | -3%
COc1cccc(/C=N/n2nnnc2N)c1O | 7% | 5% | i | 18% | -10% | 19% | 3.6% | 15% | 23%
CC1(C)CC(=O)c2cc(C(=O)Nn3cnnc3)c(=O)n(-c3ccccc3)c2C1 | 22% | -1% | i | 0% | -1% | 2% | 0.0% | u | 3%

Brought forward from above: two entries, then new ones.
Structure | Nrf2 block | A549 viability | S2 tox | ATXN2 expr inh | MCF10A rereplic | EPAC2 antag | Nrf2 activator | TGFb inhibitor | HepG2 tox
COc1cccc(/C=N/n2nnnc2N)c1O | 7% | 5% | i | 18% | -10% | 19% | 3.6% | 15% | 23%
CC1(C)CC(=O)c2cc(C(=O)Nn3cnnc3)c(=O)n(-c3ccccc3)c2C1 | 22% | -1% | i | 0% | -1% | 2% | 0.0% | u | 3%
COC(=O)Cn1c2ccc(Cl)cc2c2nc(C)sc21 | -7% | -5% | i | -10% | 3% | -19% | 0.0% | -12% | -37%
CCC(C)c1ccccc1OCCn1c(CCNC(=O)C2CCCCC2)nc2ccccc21 (stereo not drawn) | u | -30% | x | x | x | x | x | 7% | -1%
CCOC(=O)c1cc(-c2ccccc2)nn1CCC#N | 5% | 1% | i | 15% | 11% | -2% | -0.1% | 2% | 3%
COc1cc(C(=O)N2CCN(S(=O)(=O)c3ccc(C)cc3)CC2)ccc1OCC(=O)N1CCOCC1 | 10% | 5% | u | x | 1% | 3% | -0.4% | -21% | -21%
O=C(CC(CC(=O)c1ccccc1)c1ccncc1)c1ccccc1 | -3% | -1% | u | -22% | 15% | -3% | 3.9% | 2% | -18%
Cc1c(Cl)cnc(NC(=O)COC(=O)/C=C/c2ccco2)c1Cl | 11% | -14% | i | 7% | 1% | -3% | 11% | -10% | -2%
COc1ccc(-c2cc(C(F)(F)F)nc(N3CCOCC3)n2)cc1OC | u | 20% | i | -5% | u | 5% | 0.5% | 9% | -27%
CCc1nnc(NS(=O)(=O)c2ccc(Nc3ccc4nonc4c3[N+](=O)[O-])cc2)s1 | -5% | -18% | i | -20% | 3% | -11% | -0.2% | 11% | 7%
COc1ccccc1CNC(=O)c1ccc(-c2ccccc2C(F)(F)F)o1 | -7% | -5% | i | 0% | 15µM* | u | 7.2% | u | -51%
O=Cc1cn(CC(=O)N2CCCCCC2)c2ccccc12 | 2% | 0% | i | 2% | u | 20% | 0.0% | 2% | 4%
CCc1cccc(NC(=O)Cn2c(=O)n(CC(=O)NCCc3ccccc3)c(=O)c3ccccc32)c1 | -11% | 12% | i | -21% | x | x | 0.1% | 3% | -26%
CN(CCCNC(=O)CCC(=O)N1CCOc2ccccc21)Cc1ccccc1 | 2% | -13% | u | -10% | 17% | -8% | -0.5% | 6% | -2%
O=C(NCCC1=CCCCC1)c1cc(S(=O)(=O)N2CCOCC2)ccc1F | -5% | -5% | i | 1% | -11% | -4% | 0.3% | 1% | -3%
CCN(Cc1ccccc1)C(=O)Cn1c(=O)n(CCC(=O)N2CCCCC2)c(=O)c2sccc21 | -5% | -1% | u | -5% | -1% | -6% | -0.3% | 8% | -3%
O=c1nc(-c2ccccc2)c(-c2ccccc2)n[nH]1 | 15% | -4% | i | -10% | 1% | 0% | 0.2% | 3% | -6%
CC(=O)Nc1cc2ccccc2oc1=O | 3% | 3% | i | -11%[11.3 µM] | -5% | 0% | 2.8% | -21% | 0%
CCn1cc(Br)c(-c2nc3ccccc3c(=O)n2N)n1 | 10% | 0% | i | 21% | 5% | -3% | 0.4% | -13% | 0%
COc1ccc(CNS(=O)(=O)c2ccc(F)c(C(=O)Nc3c(C)cc(C)cc3C)c2)cc1 | x | -2% | i | 2% | x | x | 0.0% | 0% | -1%
CCOc1ccc(-c2nnn(CC(=O)NCc3ccc(OC)cc3)n2)cc1OCC | 8% | -8% | u | 0% | 7% | 10% | -0.7% | 0% | -14%
Cc1cc(=O)[nH]c(N/N=C/c2sccc2C)n1 | 12% | 0% | i | 18% | 1% | 12% | u | 14% | 11%
COc1ccc(-n2c(=S)[nH]c3cc(C(=O)NCc4ccccc4)ccc3c2=O)c(OC)c1 | u | -7% | i | 1% | 13% | 4% | 2.6% | -4% | 2%
O=C1c2ccccc2S(=O)(=O)c2cc(C(=O)N3CCC(O)CC3)ccc21 | 30% | 0% | i | 10% | u | 1% | 3.0% | 16% | 3%
CCOC(=O)c1c(C)[nH]c(C(=O)OCCOc2ccccc2C)c1C | u | -10% | i | 146%[activator] | x | -2% | -1.5% | -15% | -24%
COc1ccccc1-c1nnc(C2CCN(S(=O)(=O)c3ccc([N+](=O)[O-])cc3)CC2)o1 | u | -3% | i | -10% | 2% | 3% | 0.0% | 6% | 3%
Cc1cccc(NS(=O)(=O)c2c(C)[nH]c(C)c2C(=O)N2CCCC2)c1 | -6% | -17% | i | -15% | 0% | 14% | 0.2% | 2% | -2%
COc1cc(-c2cc[n+](C)cc2)ccc1O | 0% | 1% | i | 0% | u | -2% | -0.2% | u | -10%
CC1=C(C#N)c2nc(N)c(C#N)c(C)c2/C1=C\c1ccc(OCC(=O)O)c(Cl)c1 | 4% | -2% | i | 25% | 1% | -14% | 0.0% | -11% | 6%
Cc1ccc(NC(=O)c2ccc(C(C)(C)C)cc2)cc1-n1cnnn1 | 0% | 2% | i | -14% | -30% | 7% | 0.1% | -5% | -5%
CC(C)(C)OC(=O)NCc1ccc(CNC(=O)c2nc[nH]c2C(=O)N2CCN(c3ccccc3)CC2)cc1 | u | -9% | i | -17% | u | -26% | -0.2% | u | -25%
COc1ccc(OCC(O)CN2CCOCC2)cc1 (stereo not drawn) | -6% | -5% | i | x | -3% | 4% | 0.5% | 2% | -3%

Taken from above.
In TGFb inhibitor, CCOc1ccc(-c2nnn(CC(=O)NCc3ccc(OC)cc3)n2)cc1OCC is entered as 0%
In Nrf2 block, CC1=C(C#N)c2nc(N)c(C#N)c(C)c2/C1=C\c1ccc(OCC(=O)O)c(Cl)c1 is entered as 4%

New compounds follow.
Structure | Nrf2 block | A549 viability | S2 tox | ATXN2 expr inh | MCF10A rereplic | EPAC2 antag | Nrf2 activator | TGFb inhibitor | HepG2 tox
COc1ccc(/C=C/c2cc(C(F)(F)F)[nH]c(=O)n2)cc1OC | 18% | -11% | i | -19% | u | -21% | u | -8% | -4%
CCn1c(NCc2ccccn2)nc2ccccc21 | u | -1% | i | 17% | -3% | -2% | -0.1% | 8% | 14%
C/C=C/C(=O)Nc1cccc(C2=NOC3(C2)C[C@H](C(N)=O)N(C(=O)/C=C/C)C3)c1 (stereo partly drawn) | -10% | -3% | i | 5% | -5% | 1% | -0.9% | -10% | -12%
COc1cc(NC(=O)Cn2c(C)cc3ccccc3c2=O)cc(OC)c1OC | 3%[9.27 µM] | 0%&-2% | i | 8%&1% | 11% | -14% | 0.5%&-0.8% | 8%&1% | 0%&7%
Cc1cc(C)c(OCC(=O)Nc2cccc(-c3nc4ncccc4o3)c2)c(Br)c1 | u | -2% | i | 12% | x | x | 1.1% | 15% | -2%
CN1CCN(C(=O)c2cc3c(s2)-c2ccccc2S(=O)(=O)C3)CC1 | 3% | 1% | i | 14% | 12% | 2% | 3.4% | -27% | -13%
C#Cc1cccc(Nc2nc(NCCOC)nc3ccsc23)c1 | x | x | u | u | x | -17% | 5.7% | -21% | -28%
CCOC(=O)C1CCCN(C(=O)CCC(=O)Nc2ccc3nc(N4CCOCC4)cc(C)c3c2)C1 (stereo not drawn) | u | 18% | i | 36% | 2% | 3% | 3.7% | 2% | 4%
COc1ccc([N+](=O)[O-])cc1NC(=S)NC(NC(=O)C(c1ccccc1)c1ccccc1)C(Cl)(Cl)Cl (stereo not drawn) | 15µM* | u | u | 22µM* | u | -5% | 0.3% | 4.5µM* | -29%
Cc1ccc(C(=O)OCC(=O)NCc2cccc(Cl)c2)cc1S(=O)(=O)N1CCCCC1 | u | -12% | i | -21% | 13% | -17% | 1.8% | -28% | 0%
Cc1ccc(C)c2nc3sc(C(=O)N4CCCc5ccccc54)c(N)c3cc12 | -16% | 10% | i | -13% | u | 68%[activator] | 0.2% | -1% | -13%
COc1ccc(C(O)c2ncc(-c3cccc(OC)c3)[nH]2)cc1 (stereo not drawn) | x | x | i | 1% | x | 5% | 0.3% | -8% | -5%
CN(C)C(=O)c1ccc(NC(=O)COC(=O)C2CCN(S(=O)(=O)c3ccc4c(c3)OCCO4)CC2)cc1 | u | 1% | i | 7% | 3% | -2% | -0.2% | 0% | 6%
O=C(COc1ccccc1)N1CCN=C1SCc1cccc(F)c1 | 3% | 19% | i | x | 0% | -8% | -0.3% | -4% | 0%
CC1CC(C)CN(c2ncnc3c2cnn3-c2ccc(Cl)cc2)C1 (stereo not drawn) | u | -4% | i | 92%[activator] | -2% | -11% | -0.9% | 16% | -1%
